HttQ103 aggreg: mutant huntingtin aggregation inhibition. 220,000 tested, 1.1% active. PC12 HttQ103-GFP aggregates, Acumen cytometry, 40 h. AID 1688. Potency, µM (highest dose often 46.1 µM), without a hit: at the highest dose activity change, negative = inhibition, actives largely listed as inhibitors; note: potency is the fitted concentration of half-maximal effect; % is set by controls: 0 for no effect and ±100 for the full control effect; nearly all actives have a fitted effect of over 60% in size
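Compounds (qHTS titration) were added to PC12 cells expressing an ecdysone-driven HTT exon 1 Q103–GFP fusion after induction with 100 nM tebufenozide. Aggregate formation was measured as GFP objects in cell lysates.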
GAA inhib: inhibitors of human lysosomal alpha-glucosidase; P10253; purified human GAA, 4-MU-alpha-glucoside fluorescence; 200,000 tested, 0.005% active; Potency, µM (titrated, usually from 76.9 µM), for the others: at the top dose activity change, negative = inhibition, actives largely listed as inhibitors;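 note: potency is the fitted concentration of half-maximal effect; plate controls were uninhibited enzyme wells for no effect and no-enzyme background for full effect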
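Enzyme (4 nM final) mixed with compound (up to 77 uM), then 4-MU-alpha-D-pyranoside (400 uM final) added; 20 min at room temperature, pH 5.0. Reaction stopped at pH 10, fluorescence read, AC50 derived by Hill fit.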
GAA glycogen mod: GAA glycogen-cleavage inhibition or activation; P10253; AID 2100; recombinant GAA, glycogen substrate, Amplex Red glucose oxidase fluorescence; 300,000 tested, 0.38% active; Potency, µM (titrated, usually from 76.4 µM), without a hit: at the highest dose activity change, negative = inhibition, actives largely listed as inhibitors;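 note: potency is the fitted concentration of half-maximal effect; 0% = full enzyme reaction and -100% = no-enzyme basal signal; the screen sought inhibitors and activators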
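qHTS, 1536-well; enzyme 4 nM final; cpd up to 77 uM; substrate bovine liver glycogen 30 ug; 50 mM citrate/phosphate pH 5.0, 0.01% Tween-20; 37 C, 40 min; Amplex Red detection 45 min RT; Hill fit → AC50.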
LMNA splice mod: LMNA splicing modulation; HeLa LMNA splicing GFP/RFP minigene ratio, 48 h; Potency, µM (top dose mostly 46.1 µM), for the others: at the top dose ratio change, negative = inhibition, most hits filed as inhibitors; 200,000 tested, 0.01% active; active = well fitted inhibition curve with a large enough effect in the signal ratio, with a control signal flat, not every such curve was filed as active; inconclusive = small, poorly fitted or top-dose-only effect, or effect the other way, or a change in a side signal; the % refers to the signal ratio; note: potency is the fitted concentration of half-maximal effect; % is set by controls: 0 for no effect and ±100 for the full control effect
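S3 HeLa cells stably expressing lamin A-EGFP splicing minigene plus DsRed2, 600 cells/well, 48 h compound exposure at 37C. Laser-scanning cytometry; analysed as GFP (500-530 nm)/RFP (575-640 nm) total intensity ratio; 0.5% DMSO vehicle.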
HTT cytoprotect: cytoprotection in Huntington HTT-Q103 PC12 cell model; AID 1471; 230,000 tested, 0.14% active; Potency, µM (series often up to 56.4 µM), for inactives: cytoprotection (ATP increase), actives largely listed as activators; PC12 HTT-Q103 induced, cytoprotection, ATP luminescence, 40 h;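 note: potency is the fitted concentration of half-maximal effect; % of control where 0% means no effect; nearly all actives have a fitted effect of over 45% in size; toxic huntingtin expression switched on by the ecdysone agonist tebufenozide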
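Readout: ATPlite luminescence (ATP level). Model: stable PC12, inducible Htt exon1 Q103-GFP. Inducer: tebufenozide, 100 nM final. Compounds: dose series. No G418 in medium.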
GAA spleen mod: inhibitors or activators of human alpha-glucosidase in spleen homogenate | P10253 | human spleen homogenate, 4-MU-alpha-glucoside fluorescence | Potency, µM (highest dose often 79.9 µM), inactives show top-dose activity change, negative = inhibition, most hits filed as inhibitors | 240,000 tested, 0.006% active | AID 2112;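 note: potency is the fitted concentration of half-maximal effect; 0% = enzyme with vehicle and -100% = no enzyme basal signal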
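Compounds were titrated against alpha-glucosidase in spleen homogenate at pH 5.0, with 1 mM 4-methylumbelliferyl substrate for 40 min at 37 C. Reactions were quenched with pH 10 NaOH/glycine and fluorescence measured.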
CBFb-RUNX1 inh: blocks binding between human CBF-beta and RUNX1; Potency, µM (top dose mostly 59.8 µM), without a hit: at the highest dose activity, negative = inhibition, most hits filed as inhibitors; 230,000 tested, under 10 active; AlphaScreen CBFb-His/RUNX1-biotin binding, biochemical; note: % of control where 0% means no effect
Target sequence (Q01196 whole entry, looked up): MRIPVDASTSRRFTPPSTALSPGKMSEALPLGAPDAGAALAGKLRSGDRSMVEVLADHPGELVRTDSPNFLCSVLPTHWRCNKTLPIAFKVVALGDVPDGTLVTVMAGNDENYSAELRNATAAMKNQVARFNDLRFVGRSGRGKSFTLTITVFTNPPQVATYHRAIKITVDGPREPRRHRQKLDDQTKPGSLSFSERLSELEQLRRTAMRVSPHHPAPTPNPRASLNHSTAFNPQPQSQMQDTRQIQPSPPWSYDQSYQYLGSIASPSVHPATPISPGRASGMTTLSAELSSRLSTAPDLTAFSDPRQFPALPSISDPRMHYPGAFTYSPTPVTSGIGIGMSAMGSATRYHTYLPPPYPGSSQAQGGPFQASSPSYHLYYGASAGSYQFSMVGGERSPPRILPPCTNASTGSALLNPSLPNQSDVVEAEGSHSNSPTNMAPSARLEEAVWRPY
Target sequence (Q13951 whole entry, looked up): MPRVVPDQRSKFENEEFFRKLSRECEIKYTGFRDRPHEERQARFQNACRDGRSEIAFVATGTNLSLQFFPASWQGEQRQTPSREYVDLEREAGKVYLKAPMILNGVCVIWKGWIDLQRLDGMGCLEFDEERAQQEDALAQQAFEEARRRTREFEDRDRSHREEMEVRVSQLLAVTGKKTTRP
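Inhibition was taken as any reduction in AlphaScreen signal from the CBF-beta–RUNX1 pair (His and biotin tags, 30 nM each), measured after compound (15 min) and bead (90 min) incubations at room temperature.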
Numbers without * were called inactive; ? = inconclusive; nt = not tested or not shown; [ ] = dose if it differs, or a comment. Unless noted, calls come from the whole dose curve; as a rule, active = well fitted curve in the direction sought with a large enough effect; inconclusive = small, poorly fitted or top-dose-only effect, or another doubt; inactive = no such curve, though single readings can be large; an effect the other way counts as inactive or inconclusive.

Compound	HttQ103 aggreg	GAA inhib	GAA glycogen mod	LMNA splice mod	HTT cytoprotect	GAA spleen mod	CBFb-RUNX1 inh
Cc1c(Br)c(C(F)(F)F)nn1CC(=O)NCc1ccco1	?	1.6%	5.0%	nt	-32.4%[10 µM]	1.9%	-1.2%
O=C(CSc1ccccc1)N1CCN(c2ccccc2)CC1	-6.4%	-2.1%	-8.7%	2.3%	13.2%[10 µM]	3.3%	-5.2%
O=C(NCCN1C(=O)S/C(=C\c2cccs2)C1=O)c1ccco1	9.0%	-7.7%	-1.4%	nt	18.3%	-2.3%	-11.9%
O=C1N(c2cccc(Cl)c2)C(c2ccc(Cl)cc2)N2CCCN12 (stereo not drawn)	17.0%	-9.6%	3.8%	-9.8%	-0.8%[10 µM]	-13.6%	-3.0%
O=C(CNCCO)N1N=C(c2cccs2)CC1c1cccs1 (stereo not drawn)	25.1%[9.22 µM]	6.0%	-14.7%	nt	13.3%[10 µM]	-1.0%	7.6%
Cc1csc(NC(=O)CSc2nnc(Cn3c(=O)sc4ccccc43)n2-c2ccccc2)n1	-3.3%	-6.2%[15.4 µM]	-4.7%	-3.2%	-8.7%	-7.8%	-2.2%
CCN(CC)C(=O)CSc1ncnc2c(-c3cccs3)nsc12	15.2%	-7.1%	-3.4%	?	-15.0%[10 µM]	5.6%	-0.4%
C=C(C)C(O)/C=C/CCCCCCC (stereo not drawn)	nt	nt	nt	nt	-52.2%[inhibitor][10 µM]	0.2%[17.4 µM]	18.7%[13.1 µM]
COC(=O)c1[nH]c2ccccc2c1NC(=O)CN1CCC(C(N)=O)(N2CCCCC2)CC1	-4.9%	-3.1%	6.1%	-10.8%	7.3%[10 µM]	4.3%	11.7%
O=C(c1cnccn1)N1CCN(c2ccccc2F)CC1	2.9%	8.5%	3.1%	-6.8%	17.1%[10 µM]	5.1%	-4.1%
Cn1nc(C(F)(F)F)c2cc(C(=O)N3CCOCC3)sc21	1.8%	?	-18.7%	nt	-20.4%	5.2%	10.3%
O=C(NC(=O)c1cccc(OC(F)(F)C(F)F)c1)OC1CCS(=O)(=O)C1 (stereo not drawn)	-7.2%	-1.5%	-0.4%	-4.6%	-15.9%[10 µM]	1.9%	2.3%
CC(Nc1nc(N2CCCC2)nc2ccccc12)c1ccccc1 (stereo not drawn)	-20.8%	?	4.7%	4.4%	-63.0%[inhibitor]	5.8%	13.0%
Cc1ccc(Nc2nc(-c3ccccc3)c(CC(=O)O)s2)cc1	17.7%	-0.2%	?	nt	nt	-3.6%	0.9%
C/[N+]([O-])=C\c1ccc([N+](=O)[O-])o1	2.0%	-1.3%	0.7%	-13.9%[9.22 µM]	20.1%	0.2%	5.1%

The final 6 records of the part before come first, to join the parts.
Compound	HttQ103 aggreg	GAA inhib	GAA glycogen mod	LMNA splice mod	HTT cytoprotect	GAA spleen mod	CBFb-RUNX1 inh
O=C(c1cnccn1)N1CCN(c2ccccc2F)CC1	2.9%	8.5%	3.1%	-6.8%	17.1%[10 µM]	5.1%	-4.1%
Cn1nc(C(F)(F)F)c2cc(C(=O)N3CCOCC3)sc21	1.8%	?	-18.7%	nt	-20.4%	5.2%	10.3%
O=C(NC(=O)c1cccc(OC(F)(F)C(F)F)c1)OC1CCS(=O)(=O)C1 (stereo not drawn)	-7.2%	-1.5%	-0.4%	-4.6%	-15.9%[10 µM]	1.9%	2.3%
CC(Nc1nc(N2CCCC2)nc2ccccc12)c1ccccc1 (stereo not drawn)	-20.8%	?	4.7%	4.4%	-63.0%[inhibitor]	5.8%	13.0%
Cc1ccc(Nc2nc(-c3ccccc3)c(CC(=O)O)s2)cc1	17.7%	-0.2%	?	nt	nt	-3.6%	0.9%
C/[N+]([O-])=C\c1ccc([N+](=O)[O-])o1	2.0%	-1.3%	0.7%	-13.9%[9.22 µM]	20.1%	0.2%	5.1%
O=C(NCCc1ccccc1)C(=O)NCc1ccncc1	-0.5%	1.4%	-3.9%	12.9%	nt	1.0%	-1.0%
O=C1C=C(N(CCO)Cc2ccccc2)c2ccccc2C1=O	8.91µM*	-1.3%	-0.9%	-6.7%[9.22 µM]	-160.7%[inhibitor]	-0.7%	-14.3%
c1coc(CN(Cc2cccs2)Cc2nnnn2C2CCCCC2)c1	-2.2%	-2.9%	1.7%	2.3%	20.8%[10 µM]	0.0%	-4.7%
COc1ccc(Cc2nnc(N/N=C/c3ccc(O)cc3O)[nH]c2=O)cc1OC	9.5%	5.1%	-22.7%	?	17.5%[10 µM]	-2.5%	-7.3%
CCCN1CCC(NC(=O)Nc2ccc(F)cc2F)CC1	-12.6%	-0.5%	1.0%	1.3%	-19.1%	-2.8%	11.4%
COc1cc(N=Nc2c(O)c3ccccc3[nH]c2=O)c(OC)cc1N=Nc1ccccc1	3.3%[9.22 µM]	-6.7%	-5.0%	-4.5%[46 µM]	-5.6%[10 µM]	-6.6%	-11.8%
COc1ccc(CC(=O)NCc2n[nH]c(=S)n2-c2ccccc2)cc1	-11.6%	-0.7%	-2.7%	-3.5%[46 µM]	-9.6%	2.7%	6.9%
CCN(c1ccccc1)c1nc2nonc2nc1NCCO	4.1%[9.22 µM]	nt	-3.4%	nt	7.7%[10 µM]	1.1%	4.7%
Cc1onc(-c2ccccc2)c1C(=O)Nc1ccon1	-7.0%	-8.2%	2.1%	9.6%	8.9%	-10.1%	-1.3%
COc1ccc2c(CN(C)c3ccccc3)cc(=O)oc2c1	-30.4%	0.7%	6.6%	?	-34.2%	-6.9%	1.3%
CCCCc1ccc(NC(=O)C(C)CC)cc1 (stereo not drawn)	26.7%[9.22 µM]	4.9%	-9.2%	nt	22.6%[10 µM]	-3.2%	0.8%
CCC(C)(C)NC(=O)C(c1ccc(F)cc1)N(Cc1cccc(OC)c1)C(=O)c1cnccn1 (stereo not drawn)	-19.1%[9.22 µM]	-12.1%	-9.2%	17.6%[46 µM]	-5.0%[10 µM]	1.1%	2.9%
CCCCCCCCCCCCCCCCCC(=O)OCC(O)CO (stereo not drawn)	4.8%	nt	nt	?	-5.0%	nt	nt
COCCCNC(=O)CSc1nc2c(sc3ccccc32)c(=O)n1CCCC(=O)NCC1CCCO1 (stereo not drawn)	-18.0%	4.9%	10.9%	nt	-28.7%	-1.0%	-4.0%
c1ccc(-c2nnc(CN3CCCc4ccccc43)o2)cc1	0.0%	-4.0%	-12.2%	-4.1%	-11.5%	-4.4%	-25.0%
COc1ccccc1NS(=O)(=O)c1cc(NC(=O)c2ccncc2)ccc1N1CCCC1	?	-5.1%	?	-20.0%[46 µM]	1.4%	2.6%	?
CC(=O)Nc1ccccc1OC(C)C(=O)N1CCC(C)CC1 (stereo not drawn)	-28.5%	-1.4%	2.3%	11.6%[46 µM]	0.5%[10 µM]	0.8%	2.9%
COc1ccc(/C(N)=N/OC(=O)Cc2ccccc2)cc1	-1.4%	-4.6%	-2.2%	4.0%	10.8%[10 µM]	7.1%	0.2%
Cc1nnc(NC(=O)CSc2nnc(Cc3ccccc3)n2Cc2ccccc2)s1	9.6%	4.2%	5.4%	7.6%	9.1%[0.074 µM]	-5.7%	-1.9%
Cn1c(=O)n2n(c1=O)[C@H]1[C@H](O)[C@H]3O[C@H]3C(=O)[C@H]1CC2	nt	nt	nt	nt	14.8%[10 µM]	-0.7%[17.4 µM]	8.6%[13.1 µM]
CCCCSc1nc2c(cnn2-c2ccc(Cl)cc2)c(=O)[nH]1	3.1%	-2.4%	1.3%	-3.5%	-2.2%[10 µM]	-4.4%	0.9%
COCCOC(=O)C1=C(C)N=C2SCCC(=O)N2C1/C=C/c1ccccc1 (stereo not drawn)	19.4%	-5.6%	4.5%	0.0%	-3.0%	2.0%	-8.8%
O=C1CSC(c2ccccn2)N1c1ccc(C(F)(F)F)cc1 (stereo not drawn)	-3.5%[9.22 µM]	nt	-9.2%	nt	2.6%[10 µM]	-10.0%	3.0%
CC(C)CN(C(=O)COC(=O)c1ccc(-c2ccccc2)cc1)C1CCS(=O)(=O)C1 (stereo not drawn)	-5.6%	-3.2%	-8.9%	0.5%[46 µM]	-2.4%	-1.3%	-7.8%
Cc1ccc(S(=O)(=O)N(c2cccc(C(F)(F)F)c2)C2C=CS(=O)(=O)C2)cc1 (stereo not drawn)	17.8%	-2.5%	2.4%	-5.7%	4.4%	4.9%	-1.6%
Cc1cc(C)nc(N(C#N)Cc2ccccc2)n1	27.8%	-10.1%	4.9%	11.1%	-22.0%[0.074 µM]	-0.8%	20.7%
CC1CC(C)(C)NC(=S)N1CCCC(=O)Nc1ccc(F)cc1 (stereo not drawn)	7.4%	3.0%	2.9%	nt	-7.1%	-0.6%	11.9%
COc1ccc(-n2c(=S)[nH]c3c(sc(=S)n3-c3ccccc3)c2=O)c(OC)c1	0.7%	0.1%	-8.8%	nt	-37.9%	-3.7%	1.2%
COc1ccc(CNC(=O)c2c(N)n(CCCN3CCOCC3)c3nc4ccccc4nc23)cc1	-32.9%	?	-0.8%	?	-80.0%[inhibitor]	13.4%	?

Source: PubChem BioAssay
